POLK inh: blocks human DNA polymerase kappa activity; Potency, µM (series often up to 107 µM), for inactives: at the top dose activity, negative = inhibition, actives largely listed as inhibitors; purified Pol kappa, fluorescent DNA synthesis assay, 10 min; actives 0.53% (n = 400,000); further: on the % scale 0 is the no-effect control and ±100 the full control effect
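Kinetic fluorescence readout at 0 and 10 min followed reaction start with substrate at 50 nM final. Beforehand, enzyme (10 nM Pol kappa) stood 15 min with compound at room temperature; buffer-only wells were negative controls.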
Pol beta inh: inhibitors of human DNA polymerase beta | P06746 | Pol beta primer extension/strand displacement, fluorescence kinetic | Potency, µM (doses to about 114 µM), for the others: at the highest dose activity change, negative = inhibition, usual class: inhibitors | actives 1.3% (n = 340,000) | AID 485314; further: on the % scale 0 is the no-effect control and ±100 the full control effect
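Human Pol beta at 10 nM; strand-displacement substrate 50 nM final. Compound exposure 15 min at room temperature before start, reaction 10 min at room temperature.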
APEX1 inh: APE1 (human) endonuclease inhibition | P27695 | recombinant APE1, TAMRA/BHQ-2 abasic DNA cleavage fluorescence | Potency, µM (highest dose often 65.8 µM), for the others: at the highest dose activity change, negative = inhibition, actives largely listed as inhibitors | actives 0.35% (n = 350,000) | AID 2517;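 further: plate controls were vehicle for no effect and reference inhibitor for full effect; nearly all actives have a fitted effect of over 55% in size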
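Readout is kinetic fluorescence (ex 525, em 598 nm) from cleavage of 50 nM TAMRA/BHQ-2 THF abasic duplex by 0.75 nM APE1, compound added 15 min beforehand at RT.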
BLM inh: blocks DNA unwinding by human BLM helicase. P54132. recombinant BLM DNA unwinding, fluorescence dequenching. Potency, µM (titrated, usually from 56.1 µM), for the others: top-dose activity change, negative = inhibition, actives largely listed as inhibitors. actives 0.2% (n = 350,000);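 further: plate controls were vehicle for no effect and no enzyme for full effect; nearly all actives have a fitted effect of over 35% in size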
Target sequence (P54132 whole entry, looked up): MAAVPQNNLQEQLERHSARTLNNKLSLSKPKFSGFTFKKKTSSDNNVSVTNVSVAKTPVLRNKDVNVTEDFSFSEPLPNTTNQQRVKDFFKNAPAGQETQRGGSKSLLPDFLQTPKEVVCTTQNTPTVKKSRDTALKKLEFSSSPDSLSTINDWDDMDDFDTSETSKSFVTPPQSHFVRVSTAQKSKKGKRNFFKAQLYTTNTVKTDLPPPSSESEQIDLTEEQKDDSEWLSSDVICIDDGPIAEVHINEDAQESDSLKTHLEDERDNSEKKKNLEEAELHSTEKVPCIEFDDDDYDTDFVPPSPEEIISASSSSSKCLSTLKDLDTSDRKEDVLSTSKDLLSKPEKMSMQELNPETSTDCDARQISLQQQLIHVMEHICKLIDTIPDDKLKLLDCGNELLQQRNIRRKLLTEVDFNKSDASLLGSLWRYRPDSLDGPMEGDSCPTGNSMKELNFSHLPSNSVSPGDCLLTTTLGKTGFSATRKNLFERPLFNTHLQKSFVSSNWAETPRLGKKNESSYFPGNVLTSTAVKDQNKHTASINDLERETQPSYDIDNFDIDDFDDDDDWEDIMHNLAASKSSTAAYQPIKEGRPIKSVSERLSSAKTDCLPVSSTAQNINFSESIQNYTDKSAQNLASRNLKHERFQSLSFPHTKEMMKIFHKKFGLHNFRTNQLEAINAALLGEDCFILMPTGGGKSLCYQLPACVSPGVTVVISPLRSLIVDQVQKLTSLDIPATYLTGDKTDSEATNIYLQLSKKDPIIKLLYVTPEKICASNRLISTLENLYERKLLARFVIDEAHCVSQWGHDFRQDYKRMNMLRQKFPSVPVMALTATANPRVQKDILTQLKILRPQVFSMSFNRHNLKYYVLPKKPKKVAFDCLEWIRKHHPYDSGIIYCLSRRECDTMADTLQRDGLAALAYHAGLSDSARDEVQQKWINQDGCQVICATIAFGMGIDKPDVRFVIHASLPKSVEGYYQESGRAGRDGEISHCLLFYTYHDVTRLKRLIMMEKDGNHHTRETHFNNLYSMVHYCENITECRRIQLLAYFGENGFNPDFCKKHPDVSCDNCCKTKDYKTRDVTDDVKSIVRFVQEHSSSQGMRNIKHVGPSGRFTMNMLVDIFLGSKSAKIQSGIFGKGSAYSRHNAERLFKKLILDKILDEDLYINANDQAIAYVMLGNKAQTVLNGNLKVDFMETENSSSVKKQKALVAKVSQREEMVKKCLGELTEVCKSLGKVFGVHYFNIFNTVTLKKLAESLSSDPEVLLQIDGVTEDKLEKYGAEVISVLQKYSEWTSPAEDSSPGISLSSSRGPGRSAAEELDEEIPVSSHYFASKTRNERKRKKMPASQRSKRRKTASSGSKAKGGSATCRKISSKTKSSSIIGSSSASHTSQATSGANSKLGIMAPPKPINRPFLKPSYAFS
BAZ2B inh: BAZ2B (human) inhibition; Q9UIF8; AlphaScreen BAZ2B-H3K14Ac peptide displacement; Potency, µM (top dose mostly 114 µM), inactives show at the highest dose activity change, negative = inhibition, actives largely listed as inhibitors; actives 4.4% (n = 360,000); further: on the % scale 0 is the no-effect control and ±100 the full control effect; nearly all actives have a fitted effect of over 60% in size
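Protein-peptide AlphaScreen: BAZ2B 50 nM, b-H3K14Ac 50 nM, 1x PBS pH 7.4 + 0.01% Tween-20. Preincubation 30 min RT; cpd 30 min RT (top 110 uM); beads 20 min RT, light-protected.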
POLH inh: blocks human DNA polymerase eta activity. recombinant Pol eta, fluorescent DNA replication assay. Potency, µM (titrated, usually from 114 µM), without a hit: at the top dose activity change, negative = inhibition, most hits filed as inhibitors. AID 588591. actives 1.2% (n = 390,000). Q9Y253; further: on the % scale 0 is the no-effect control and ±100 the full control effect
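Fluorescent replication assay: 50 nM final substrate added after a 15 min room-temperature compound preincubation with 10 nM enzyme. Signal taken at 0 min and again at 10 min.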
Pol iota inh: DNA polymerase iota (human) inhibition. Q9UNA4. Pol iota fluorescent replication assay, 10 min. Potency, µM (series often up to 115 µM), inactives show at the top dose activity, negative = inhibition, hits mostly inhibitors. actives 1% (n = 390,000). AID 588590
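Pol iota at 10 nM preincubated 15 min with compounds at room temperature; reaction started with fluorescent substrate, 50 nM final. Fluorescence read kinetically at 0 and 10 min; buffer-only wells as negative control.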
G9a inh: inhibitors of human histone lysine methyltransferase G9a; Q96KQ7; G9a H3K9 monomethylation, AlphaScreen, 2 h; Potency, µM (series often up to 102 µM), inactives show at the top dose activity, negative = inhibition, actives largely listed as inhibitors; actives 8.8% (n = 350,000); AID 504332; further: on the % scale 0 is the no-effect control and ±100 the full control effect; nearly all actives have a fitted effect of over 75% in size
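Using a bead-based AlphaScreen, monomethylated H3K9 product from 2 h room-temperature reactions (G9a 20 nM, peptide 500 nM, SAM 20 uM) was detected with 0.5 ug/mL rabbit anti-H3K9me1 antibody.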
Anesthetic bind: candidate novel general anesthetic via apoferritin binding. apoferritin/1-aminoanthracene competitive binding, fluorescence. Potency, µM (doses to about 77.5 µM), for the others: at the top dose activity change, negative = displacement, most hits filed as inhibitors. P02791. actives 0.074% (n = 350,000); further: on the % scale 0 is the no-effect control and ±100 the full control effect; nearly all actives have a fitted effect of over 20% in size
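Steps: apoferritin (10 uM) was premixed with half-saturated 1-AMA in PBS, compounds were pin-transferred, plates stood 10 min at room temperature, fluorescence was read at 380/535 nm, and curves were fitted with a Hill equation.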
Starred values were filed as active, the others as inactive; ? = inconclusive; . = no result given; & = joins results of further samples; [ ] = another dose, or the depositor's remark. The call rests on the fitted dose curve; in most records, active means well fitted curve in the direction sought with a large enough effect; inconclusive means small, poorly fitted or top-dose-only effect, or another doubt; inactive means no such curve, though single readings can be large; an effect the other way counts as inactive or inconclusive. Potency means the concentration at half of the fitted maximal effect. This is a subset. The share of hits here may be higher or lower than overall.

SMILES	POLK inh	Pol beta inh	APEX1 inh	BLM inh	BAZ2B inh	POLH inh	Pol iota inh	G9a inh	Anesthetic bind
O=C(COC(=O)C1CCCCC1)Nc1cccc(Br)c1	6%	.	4%	.	-6%	-10%	5%	-2%[2.33 µM]	.
O=C(Nc1ccc(OCc2ccccc2)cc1)c1ccccc1	4%	7%	2%	1%	.	-15%	66%[activator]	12%	-4%
Cc1nc(SCC(=O)c2ccc(F)c(F)c2)[nH]c(=O)c1Oc1ccc(Cl)cc1	-3%	36%[activator]	-1%	-4%	-6%	-13%	21%	23%	5%
CCc1ccc(CNC(=O)c2sc3ncnc(N(C)C4CCCCC4)c3c2C)cc1	-8%[60.1 µM]	-7%	.	-10%	1%	-18%	19%	0%[59 µM]	-9%
Cc1cc(C(=O)NCc2ccc(S(N)(=O)=O)cc2)c(C)o1	-16%	12%	-1%	-6%	?	5%	1%	-3%[59 µM]	-4%
O=S(=O)(Nc1cc(S(=O)(=O)N2CCOCC2)ccc1NCC1CCCO1)c1ccccc1 (stereo unspecified)	-11%	.	14%	.	4%	-8%	28%	?	.
Cc1cccc(NC(=S)NCc2ccc3c(c2)cc(C)n3C)c1C	-17%	?	5%	-1%	35µM*	-11%	?	3%[59 µM]	?
CCOc1ccccc1NC(c1nnc(-c2ccccc2)o1)c1ccc(F)cc1Cl (stereo unspecified)	-24%	3%	.	-11%	-14%	-19%	?	-4%[59 µM]	39%[activator]
COc1ccc(CCc2nnc(N)s2)cc1OC	12%	7%	53%	-2%	-20%	-11%	-13%	9%	-4%
CCOC(=O)/C(C#N)=C1\C(=O)N(Cc2ccccc2)c2ccccc21	-17%	26%	12%	-2%	35µM*	-25%	-14%	.	5%
Cc1cc(NC(=S)Nc2ccccc2)ccc1Br	-5%	12%	-2%	-5%	-30%	-13%	-14%	22%[0.501 µM]	-16%
Cc1cccc(OCCCC(=O)Nc2ccc(N3CCCCC3)cc2)c1	2%	25%	2%	-2%	-30%	5%	14%	-45%	-12%
CNC(=O)c1cnc2sc(N3CCC(C)CC3)nn2c1=O	29%	13%	.	0%	-5%	5%	-6%	-3%[59 µM]	-5%
Cc1ccc(NC(=O)COC(=O)CCNS(=O)(=O)c2ccc(C)c(C)c2)cc1	-5%	-10%	-2%	-4%	4%	?	8%	0%[59 µM]	-10%
Cc1cccc(CNC(=O)Cn2c(-c3cccs3)cc3ccccc32)c1	-9%	-8%	.	-1%	6%	-18%	77%[activator]	8%[59 µM]	48%[activator]
CCCN1CNc2c(c(=O)[nH]c(=S)n2-c2ccccc2Cl)C1	-8%	4%	0%	-10%	?	-16%	81%[activator]	?	2%
CCC(C)(C)NC(=O)C(c1ccc(F)cc1)N(Cc1ccccc1)C(=O)c1cnccn1 (stereo unspecified)	-25%	2%	13%	0%	-14%	-15%	-2%	2%	-11%
COc1ccc(CC(=O)Nc2cc(NC(=O)Cc3ccc(OC)c(OC)c3)cc(C(=O)O)c2)cc1OC	-13%	18%	9%	-2%	?	2%	38%[activator]	.	-4%
N#CCSc1nnc(-c2ccccc2O)n1Cc1ccccc1	6%	24%	12%	-2%	-9%	-7%	19%	-2%[59 µM]	-10%
O=C(NCc1ccccc1F)C1CCN(c2nn3cc(-c4ccc(F)cc4)nc3s2)CC1	3%	1%	.	-2%	1%	-11%	-6%	9%[59 µM]	3%
N/C(=N\OC(=O)Cc1ccccc1)c1cccnc1	-23%	7%	-4%	1%	4%	-4%	-5%[58.9 µM]	2%	-20%
CCOc1ccc(C(=O)Nc2ccc3nc(N(CC)CC)cc(C)c3c2)cc1	1%	-1%	.	3%	7%	-15%	6%	-6%[59 µM]	-1%
COc1ccc(NC(=O)Cn2c(SCc3ccc(C)cc3)nc3cccnc32)c(OC)c1	-15%	0%	.	-2%	-3%	-1%	5%	-33%[59 µM]	0%
O=C1N[C@H](Cc2ccccc2)COC(=O)[C@H](Cc2ccc(F)cc2)C/C=C\C[C@H]1CC(=O)N(CCO)Cc1ccccc1	-11%	.	-23%	.	.	-23%	32%[activator]	.	.
N#Cc1c(NC(=O)c2cc(-n3cnnc3)ccc2Cl)sc2c1CCCC2	-17%	-21%	-2%	-4%	-26%	-16%	11%	11µM*	-15%
Cn1c(SCc2ccc(Br)cc2)nnc1-c1cccs1	-6%	-2%	0%	1%	.	4%	9%	?	?
COc1ccc(S(=O)(=O)N(CC(=O)Nc2ccc(C)cc2)c2ccc(C)cc2)cc1OC	-3%[60.1 µM]	-19%	.	-1%	5%	-22%	5%	-3%[59 µM]	-17%
Cc1cccn2cc(-c3cccc(NC(=O)c4cccs4)c3)nc12	-21%	?	-3%	0%	?	-1%	64%[activator]	?	-10%
CS(=O)(=O)N1CCN(C(=S)NCc2ccc(Cl)cc2)CC1	-19%	?	14%	1%	11%	-7%	3%	-4%	4%
COC(=O)c1ccc(Cn2nnc3sc4c(c3c2=O)CCCC4)cc1	-6%	?	.	-4%	-9%	.	-8%	-3%[59 µM]	-14%
CCOc1ccc(S(=O)(=O)NCCC(=O)NCC(c2ccccc2OC)N2CCCC2)cc1 (stereo unspecified)	-7%	2%	-18%	-2%	-5%	-4%	13%	16%[0.501 µM]	-6%
Cc1cccc(C(=O)NCCc2nc3ccccc3n2Cc2ccc(Cl)cc2)c1	-14%	15%	.	-9%	1%	-25%	14%	-7%[59 µM]	2%
CCC(=O)N(CC(=O)Nc1sc(C)c(C)c1C(N)=O)C1CCCC1	-2%	-18%	-3%	-5%	-11%	-18%	98%[activator]	-10%[59 µM]	0%
CCOc1ccc(C(=O)NCC(=O)N2CCc3ccccc3C2)cc1OCC	4%	30%	-1%	-4%	13%	-14%	17%	6%	-5%
COc1ccc(C(=O)Nn2cc3c(c2-c2ccccc2)c(=O)n(C)c(=O)n3C)cc1	-9%	?	-1%	-2%	-19%	-3%	26%	?	-19%
O=C(CSc1ccccn1)N/N=C/c1c[nH]c2ccccc12	-5%	-6%	-7%	-3%	-7%	-3%	11%	9%	-8%
Cc1cccc(NC(=O)CSc2nc3ccc(NC(=O)CCc4ccccc4)cc3s2)c1	-5%	23%	.	-1%	-9%	-9%	30%[activator]	-7%[59 µM]	0%
CC(=O)Nc1c(C)nn(-c2ccccc2)c1N1CCC(C(=O)NCc2ccc(Cl)cc2)CC1	3%[60.1 µM]	12%	.	1%	2%	-17%	-7%	3%[59 µM]	?
Cc1ccc2c(CN3CCN(C(=O)c4ccc(F)cc4)CC3)cc(=O)oc2c1	-10%	-2%	.	3%	-6%	19%	-1%	-45%[59 µM]	-23%
Cc1ccc(Cl)cc1N1CCN(C(=O)Cn2ncn3cccc3c2=O)CC1	10%	17%	23%	1%	2%	-9%	-1%	5%	-22%
Cc1cc(NC(=O)c2ccc([N+](=O)[O-])cc2Cl)no1	-16%	12%	12%	-3%	0%	6%	-1%	17%	-1%
COc1ccc(-c2ccc(-c3cc(=O)oc4cc(OC)c(OC)c(OC)c34)cc2)cc1	-22%	.	-14%&-4%	-8%[75.6 µM]	.	-11%	-6%	32%[59 µM]	-24%[110 µM]
Cc1cccc(/C(N)=N/OC(=O)CCc2ccccc2)c1	-6%	35%	0%	1%	238%[activator]	-5%	15%	253%[activator]	?
Cc1ccc(C(CC(=O)N2CCCC2)c2ccccc2)c(O)c1 (stereo unspecified)	6%[60.1 µM]	23%	-8%	-6%	-3%	-13%	-13%	6%	-14%
CCCC[C@@H]1CNC(=S)N1CCc1cccc(F)c1	-3%	12%	4%	-6%	-17%	-18%	39%[activator]	6%[59 µM]	-9%
Cc1cc(C)c(S(=O)(=O)N2CCC(n3c(C(F)(F)F)nc4cccnc43)CC2)c(C)c1	-3%	14%	.	1%	3%	-17%	21%	5%[59 µM]	-9%
Cc1ccc(-n2cccn2)cc1	7%	16%	0%	2%	-7%	-19%	141%[activator]	-30%	-6%
C/C=C/C=C\C(=O)Nc1cccc(C2=NOC3(C2)C[C@H](C(N)=O)N(C(=O)CC#N)C3)c1 (stereo partly specified)	79µM*	50µM*	11%	-25%	-21%	45µM*	14µM*	-24%[12.7 µM]	2%

Entries from the list above containing bromine:
SMILES	POLK inh	Pol beta inh	APEX1 inh	BLM inh	BAZ2B inh	POLH inh	Pol iota inh	G9a inh	Anesthetic bind
O=C(COC(=O)C1CCCCC1)Nc1cccc(Br)c1	6%	.	4%	.	-6%	-10%	5%	-2%[2.33 µM]	.
Cc1cc(NC(=S)Nc2ccccc2)ccc1Br	-5%	12%	-2%	-5%	-30%	-13%	-14%	22%[0.501 µM]	-16%
Cn1c(SCc2ccc(Br)cc2)nnc1-c1cccs1	-6%	-2%	0%	1%	.	4%	9%	?	?

(more compounds)
SMILES	POLK inh	Pol beta inh	APEX1 inh	BLM inh	BAZ2B inh	POLH inh	Pol iota inh	G9a inh	Anesthetic bind
Cc1ccc(NC(=O)CSc2nc(=O)n3cc(C)ccc3n2)c(C)c1	-3%	.	11%	.	0%	-19%	12%	-3%	.
Cc1c(Cl)cccc1NC(=O)c1cccc(NC(=O)CCC(=O)O)c1	2%	8%	0%	-1%	3%	-18%	-6%	10%[59 µM]	-1%
COC(=O)[C@H](CC(C)C)NC(=O)Nc1ccccc1F	1%	14%	3%	-1%	-19%	9%	19%	-3%	1%
CC1Cc2ccccc2N1C(=O)Cn1cc([N+](=O)[O-])ccc1=O (stereo unspecified)	-12%	.	9%	.	.	-24%	93%[activator]	.	.
Cc1c(Cl)cccc1NC(=O)c1cc(S(=O)(=O)N2CCCCC2)cn1C	-10%[60.1 µM]	17%	.	-5%	-31%	-1%	-24%	-16%[59 µM]	-6%
CCCCn1c(N)c(C(=S)NC(=O)CC(C)(C)C)c(=O)n(C)c1=O	-12%	0%[57.1 µM]	4%	3%	-6%	-13%	43%[activator]	-7%	-9%
CC(=O)N1CCN(S(=O)(=O)c2cccc(C(=O)Nc3ccc4c(c3)CCC4)c2)CC1	-15%	-5%	-3%	-3%	18%	5%	8%	28µM*	1%
CCCNC(=O)c1ccc2nc(CCc3ccccc3)oc2c1	1%[60.1 µM]	-24%	.	0%	5%	-5%	-20%	9%[59 µM]	-3%
COc1ccccc1/C=c1\sc2nc(-c3ccccc3OC)nn2c1=O	-8%	3%	-4%	0%	-26%	-2%	-5%	.	-22%

Screening results: PubChem, National Center for Advancing Translational Sciences (NCATS)
